Compound activity deposited in PubChem BioAssay by Sanford-Burnham Center for Chemical Genomics.
KOR beta-arrestin-1: kappa opioid receptor activators – cell-based, luminescence, uHTS, primary screen (AID 1777); KOR beta-arrestin recruitment, luminescence; higher % means a stronger effect; activation, % at 10 µM; hits with a dose series show EC50 in µM; 0.02% of 280,000 active; in the data active = activation above about 50%, passing the limit was not always enough; note: a part of the inactive calls stands beside numbers as strong as those of hits
GPR35 antagonists: inhibition of zaprinast-stimulated GPR35 beta-arrestin translocation – imaging, U2OS, beta-arrestin-GFP, zaprinast agonist, primary screen (AID 2058); U2OS GPR35 beta-arrestin-GFP translocation imaging, zaprinast antagonism; higher % means a stronger effect; inhibition, % at 10 µM; hits with a dose series show IC50 in µM; 0.052% of 290,000 active;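 active = inhibition of at least 50% with at least 30 cells and total cytoplasm GFP at most 10,000,000; inconclusive = under 30 cells or total GFP of 10,000,000 plus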
AID2073: disruptors of CaV2.2 binding to Mint1 – biochemical, HTRF (AID 2073); HTRF protein-protein interaction, Mint1-CaV2.2; higher % means a stronger effect; inhibition, % at 20 µM; hits with a dose series show IC50 in µM; 0.19% of 290,000 active; in the data active = inhibition mostly above about 51%, no sharp cut-off; inconclusive = no clear call, values can overlap the other calls; inactive = mostly below about 53%; note: some results filed as inactive read as strong as hits
GPR55 LPI antagonism: inhibition of LPI-stimulated GPR55 beta-arrestin translocation – imaging, U2OS, beta-arrestin-GFP, LPI agonist, primary screen (AID 2013); U2OS GPR55 beta-arrestin-GFP translocation imaging, LPI antagonism; higher % means a stronger effect; 0.13% of 290,000 active; inhibition, % at 10 µM, or IC50 in µM where a hit was titrated;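 active = spots per cell inhibited over 60%, with over 100 cells counted and total cytoplasm intensity under 500,000; inconclusive = wells with under 100 cells, flagged as likely toxic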;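 note: U2OS cells stably carrying GPR55 and arrestin-GFP stimulated by 5 µM LPI near EC80; imaged beta-arrestin-GFP aggregate spots per cell after agonist stimulation; plate controls were LPI-stimulated DMSO wells for no effect and DMSO wells without LPI for full effect; some results filed as inactive read as strong as hits; confirmed hits need IC50 under 10 µM and bright autofluorescent wells are also inconclusive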
GPR55 activation: selective activators of receptor GPR55 – imaging, U2OS cells, beta-arrestin-GFP redistribution, primary screen (AID 1961) | U2OS GPR55 beta-arrestin-GFP redistribution imaging; higher % means a stronger effect | one-dose activation, % at 10 µM; EC50 in µM for titrated hits | 0.048% of 290,000 active;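 active = activation above 40% with more than 50 cells counted in the well; inconclusive = wells holding fewer than 50 cells, flagged as toxic or sparse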;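 note: U2OS osteosarcoma cells stably expressing GPR55 and beta-arrestin-GFP; plate controls were DMSO negative control for no effect and LPI positive control for full effect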
KOR beta-arrestin-2: KOR antagonists, beta-arrestin recruitment, cell-based, luminescence, uHTS (AID 1778). 0.091% of 290,000 active. inhibition, % at 10 µM; hits with a dose series show IC50 in µM. KOR beta-arrestin recruitment, luminescence, antagonist mode; higher % means a stronger effect; in the data active = inhibition above about 50%; note: strong numbers were not always called active
Siah-1 displacement: blockers of Siah-1 interaction with plectin peptide – biochemical, fluorescence polarization, rhodamine-plectin, uHTS, primary screen (AID 1817). Siah-1 / rhodamine-plectin peptide fluorescence polarization; higher % means a stronger effect. one-dose displacement, % at 20 µM; IC50 in µM for titrated hits. 0.02% of 290,000 active;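 active = displacement of at least 50% at 20 µM, with a fluorescence ratio check between 0.3 and a set limit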;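 note: plate controls were Siah plus tracer with DMSO for no effect and tracer alone without Siah for full effect; strong numbers were not always called active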
NOD1 NF-kB reporter: inhibition of NOD1-driven NF-kB reporter – cell-based, luminescence, uHTS, primary screen (AID 1578). NOD1-driven NF-kB luciferase reporter cells, luminescence; higher % means a stronger effect. one-dose inhibition, % at 4 µM; EC50 in µM for titrated hits. 1% of 290,000 active; in the data active = inhibition mostly above about 36%, no sharp cut-off; inactive = mostly below about 34%;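 note: HEK-293T reporter cells stimulated with the NOD1 agonist gamma-tri-DAP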
HIV peptide binding: cell-free HIV fusion peptide-binding blockers – biochemical, uHTS, fluorescence dequenching, primary screen (AID 1986). cell-free peptide binding, fluorescence dequenching, 30 min; higher % means a stronger effect. inhibition, % at 20 µM, or IC50 in µM where a hit was titrated. 0.3% of 290,000 active; in the data active = inhibition mostly above about 52%, no sharp cut-off; inactive = mostly below about 76%; note: some results filed as inactive read as strong as hits
Active calls of the source: *; u = inconclusive; x = no result given; [ ] = another dose, or the depositor's remark. An excerpt. The share of hits here may be higher or lower than overall.

#	structure	KOR beta-arrestin-1	GPR55 LPI antagonism	GPR55 activation	Siah-1 displacement	NOD1 NF-kB reporter	AID2073	HIV peptide binding	KOR beta-arrestin-2	GPR35 antagonists
1	CC1C(=O)N(c2ccc(S(=O)(=O)N(C)C)cc2)C1(/C=C/c1ccccc1)C(=O)NC1CCCC1 (configuration not stated)	2.5%	-18%	-0.1%	-3%	23%	9%	0.5%	-9%	16%
2	c1ccc2c(c1)oc1c(Nc3ccc4c(c3)OCCO4)ncnc12	7.4%	16%	0.0%	4%	7%	8%	-0.3%	17%	-10%
3	O=C(Nc1c(O)c2ccccc2[nH]c1=O)c1ccco1	-0.2%	-6%	-1.9%	0%	-6%	-2%	-0.6%	-31%	-6%
4	CCOC(=O)CSc1nnc(NCC(=O)OC(C)C)c(=O)[nH]1	0.9%	9%	-0.1%	5%	x	19%	2.4%	-8%	-7%
5	O=C1N=c2ccccc2=C1c1sc(NS(=O)(=O)c2ccccc2)nc1O	4.2%	14%	0.1%	-8%	-8%	6%	47%	-19%	-15%
6	COc1ccc(N2C(=O)C(C)(C)C2c2c(O)ccc3ccccc23)cc1 (configuration not stated)	-2.2%	3%	-0.3%	-4%	0%	10%	-2.0%	9%	18%
7	O=C(COc1ccc(F)cc1)N1c2ccccc2CCc2ccccc21	-3.0%	-3%	-0.1%	19%	-15%	4%	-0.9%	-4%	18%
8	Cc1occc1C(=O)NCc1cccs1	-0.4%	8%	0.2%	-1%	-22%	0%	3.2%	-48%	-2%
9	O=S(=O)(c1ccc(N2CCN(S(=O)(=O)c3ccccc3)CC2)nc1)N1CCCC1	-4.7%	9%	0.4%	4%	2%	28%	-1.6%	-9%	-5%
10	O=C(C1CC1)N1CCc2cc(S(=O)(=O)NCc3ccccc3)ccc21	0.9%	8%	0.4%	7%	-16%	u	-0.3%	17%	10%
11	CCOc1ccc(CCNC(=O)C(CC)n2nc(C)n3c(cc4sccc43)c2=O)cc1OCC (configuration not stated)	-9.0%	7%	-0.1%	-6%	17%	3%	-1.7%	x	19%
12	CCOC(=O)c1sc(N)c(C#N)c1CSc1nnc(C2CCCCC2)n1N	-3.4%	-4%	0.3%	-2%	3%	-7%	-1.8%	3%	-1%
13	CCOc1ccccc1C(=O)NC(CO)C(=O)O (configuration not stated)	-1.4%	2%	0.0%	2%	-22%	2%	-0.3%	-15%	7%
14	Cc1ccc(Nc2nnc(C)c(=O)[nH]2)cc1	-2.4%	9%	-0.2%	-1%	-18%	-6%	-0.4%	9%	21%
15	O=S1(=O)NC(=NCCOCCO)c2ccccc21	x	4%	0.2%	2%	-22%	3%	0.6%	-8%[20 µM]	11%
16	NC(=O)CC(NC(=O)Cc1ccc(Cl)cc1)c1ccc(NCCN2CCOCC2)c([N+](=O)[O-])c1 (configuration not stated)	-2.2%	-2%	-0.2%	6%	-20%	14%	-1.2%	-24%[20 µM]	-2%
17	COc1cccc(-c2cc(C(=O)N3CCN(S(=O)(=O)c4ccccc4)CC3)[nH]n2)c1	-4.2%	4%	-0.3%	1%	-19%	4%	-1.4%	-15%[20 µM]	8%
18	C/C(=N/NS(=O)(=O)c1ccccc1)c1c[nH]c2ccccc12	1.7%	13%	-0.1%	2%	-3%	11%	1.0%	13%	0%
19	CC(SCc1cn2cc(Cl)ccc2n1)C(=O)O (configuration not stated)	-2.6%	14%	0.1%	2%	x	12%	-1.7%	1%	4%
20	COC(=O)CN(C#N)c1nc(C)cc(C)n1	-1.8%	-4%	0.2%	0%	-17%	-5%	0.1%	26%	-5%
21	COc1ccc(C(=O)C2CCCN(C(=O)CCc3ccccn3)C2)c(C)c1 (configuration not stated)	0.7%	6%	-0.1%	3%	-25%	7%	1.4%	8%	1%
22	CCOc1ccc(S(=O)(=O)n2cc(F)c(=O)[nH]c2=O)cc1[N+](=O)[O-]	-2.3%	0%	-0.2%	0%	-22%	0%	0.5%	-26%	-1%
23	CCS(=O)(=O)N1Cc2ccccc2CC1C(=O)Nc1nc2ccccc2s1 (configuration not stated)	-3.6%	11%	0.2%	22%	-20%	31%	8.2%	x	-10%
24	COc1ccc(NC2CCCN(C(=O)CCCn3cncn3)C2)cc1OC (configuration not stated)	-2.0%	13%	0.3%	0%	-31%	-21%	-1.3%	7%	-8%
25	O=C(Cn1nnc(-c2ccc3c(c2)OCO3)n1)NCc1ccco1	-1.1%	4%	0.2%	-4%	-11%	6%	1.0%	2%	11%
26	Fc1ccc(COc2ccccc2CNc2nn[nH]n2)cc1	-1.6%	2%	0.2%	6%	-22%	3%	0.2%	-8%	-16%
27	CCCOC(=O)c1[nH]c2c(c1C)C(=O)CC(c1ccc(OC)c(OC)c1)C2 (configuration not stated)	0.5%	-6%	-0.2%	4%	-6%	6%	-2.9%	19%	5%
28	O=C(NCC1COc2ccccc2O1)c1cc2ccccc2o1 (configuration not stated)	-2.4%	5%	-0.3%	22%	-26%	8%	2.1%	-26%	-2%
29	CC(C)CN(C(=O)CN1CCN(c2cccc(Cl)c2)CC1)c1c(N)n(CC(C)C)c(=O)[nH]c1=O	4.8%	-14%	0.1%	0%	-24%	9%	0.4%	-19%	-14%
30	Nc1c(C(=O)N/N=C/c2ccc([N+](=O)[O-])cc2)cnn1-c1ccccc1	1.2%	7%	0.6%	13%	0%	8%	-2.4%	17%	-2%
31	Cc1ccc(NC(=O)CSc2ccc(-c3ccc4c(c3)OCO4)nn2)cc1F	-2.3%	-5%	-0.6%	9%	-31%	-1%	-0.3%	29%	-5%
32	COc1ccc(C(=O)/C(C)=N/O)cc1OC	x	-3%	-0.1%	2%	-2%	15%	0.6%	3%	-2%
33	CC(C)(Cc1ccc(O)cc1)NC(=O)SCc1ccccc1	2.0%	-7%	-0.1%	-4%	73%*	0%	1.0%	5%[20 µM]	-6%
34	CCCCNC(=S)N1CCN(CC)CC1	x	2%	0.2%	2%	-42%	2%	-0.1%	-48%[20 µM]	21%
35	Cc1cc(SCc2ccc(Br)cc2)nc(=O)[nH]1	-2.4%	-5%	-0.1%	2%	-15%	9%	-0.2%	-8%	8%
36	CCn1nnnc1-c1ccc(OC)c(S(=O)(=O)Nc2ccc(OC)cc2)c1	4.9%	-16%	0.5%	-4%	10%	-4%	-0.5%	7%	0%
37	O=S(=O)(c1ccccc1)N1CCN(C/C=C/c2ccccc2)CC1	-1.3%	0%	-0.1%	1%	-2%	21%	-0.8%	16%	-4%
38	Cc1ccc(OCCSc2nc3ccccc3n2CC(=O)O)c(C(C)C)c1	-12%	17%	-0.1%	5%	2%	16%	6.1%	12%	-5%
39	COC(=O)Nc1nnc(/C=C/c2ccc(OC)cc2)s1	1.2%	-4%	-0.3%	-6%	-1%	4%	-1.3%	22%	5%
40	CN(C)c1ccc(NC(=O)CN2CCN(CC(=O)Nc3ccc(F)cc3)CC2)cc1	-2.4%	10%	0.6%	6%	-1%	-10%	0.3%	38%	-6%
41	CCc1ccc(C(=O)NNC(=O)CCN2CCN(Cc3ccccc3)CC2)cc1	-1.2%	2%	-0.2%	17%	-24%	65%	3.8%	12%	6%
42	CCCC(C(=O)NC1CCCC1)N(C(=O)Cn1nnc(-c2ccc(C)o2)n1)c1cccc(O)c1 (configuration not stated)	1.1%	5%	-0.1%	0%	-17%	16%	-1.0%	-47%	-7%
43	COC(=O)c1ccc2c(=O)n(CCN3CCOCC3)c(SCC(=O)NCc3ccccc3)nc2c1	-2.6%	-6%	-0.5%	2%	-22%	-14%	-1.2%	10%	-11%
44	CCCCCC(=O)NNC(=S)NC(=O)c1ccc([N+](=O)[O-])cc1	-1.3%	6%	0.0%	-1%	-48%	32%	0.3%	-32%	5%
45	Cc1c(OC(C)C(=O)NCC(O)c2ccccc2)ccc2c3c(c(=O)oc12)CCCC3 (configuration not stated)	7.1%	-12%	-0.1%	2%	0%	16%	-0.3%	-30%	-10%
46	COc1ccc(-c2nnnn2C)cc1S(=O)(=O)NCCc1ccccc1	-2.6%	-2%	-0.1%	1%	-45%	0%	-0.8%	42%	-4%
47	CCC(C)(C)NC(=O)C(c1ccc(OC)cc1)N(C(=O)CCC(=O)Nc1cc(C)on1)c1cccc(OC)c1 (configuration not stated)	2.8%	-9%	-0.2%	5%	-2%	-5%	1.1%	-34%	-27%
48	CC1CCCCN1C(=O)Cn1c(=O)n(-c2ccc(F)cc2)c(=O)c2sccc21 (configuration not stated)	-1.6%	-6%	0.6%	-5%	-15%	6%	-0.7%	15%	8%
49	CCn1c(CNc2cccc(Cl)c2)nnc1SCc1ccccc1	5.0%	-5%	-0.3%	-1%	-6%	-5%	3.2%	13%	-15%
50	Cc1ccccc1NC(=O)CN(C)S(=O)(=O)c1ccc(-c2ccc(=O)[nH]n2)s1	9.0%	-27%	0.3%	-6%	13%	14%	1.3%	-28%	-5%
51	O=C(NC1CCCCC1)C(c1ccc2ncccc2c1)N(Cc1ccco1)C(=O)c1ccc2c(c1)OCCO2 (configuration not stated)	2.9%	6%	0.2%	2%	10%	1%	-1.0%	-10%	-6%
52	COC(=O)CCCC1=CC2=CC(=O)C(C)(OC(=O)c3cccs3)C(=O)C2=CN1C1CCCCC1 (configuration not stated)	2.3%	-7%	-0.2%	-9%	6%	-3%	-0.7%	x	11%
53	N#Cc1cnc(SCCc2ccccc2)nc1N	-5.8%	-3%	-0.1%	-6%	-41%	-6%	11%	11%	-3%
54	CCOC(=O)C1(Cc2cccc(Cl)c2)CCCN(C(=O)CN2C(=O)CSC2=O)C1 (configuration not stated)	-4.7%	2%	-0.1%	0%	-45%	6%	-0.7%	6%	8%
55	Cc1csc2nc3cc(C(N)=O)ccc3c(=O)n12	2.1%	-5%	0.7%	-1%	4%	44%	-1.2%	-10%	-5%
56	O=C(C(Sc1ccccc1)c1ccccc1)N1CCN(c2ccccc2F)CC1 (configuration not stated)	0.3%	6%	0.0%	0%	5%	2%	-4.2%	-5%	7%
57	CCOc1[nH]n(-c2ccccc2)c(=O)c1C=Nc1ccc(Cl)cc1	1.2%	0%	-2.3%	3%	9%	12%	1.7%	-17%	8%
58	CCn1c(SCC(=O)Nc2cc(C)c(Cl)cc2OC)nnc1-c1ccco1	-3.8%	-3%	-0.1%	4%	-14%	-2%	0.8%	1%	-2%
59	Fc1ccc(-c2onc3ccc(C4OCCO4)cc23)cc1	-3.3%	-1%	0.2%	4%	-3%	1%	6.0%	-24%	-6%
60	Cc1c(C(=O)OCC(=O)N2CC(=O)Nc3ccccc32)oc2ccccc12	1.8%	5%	0.0%	-2%	-19%	-8%	6.0%	-40%	0%
